High-throughput results as filed in PubChem.
TROY NFkB inh – inhibitors of TROY-driven NF-kB signaling, primary screen, Q293 LMP1-TROYcd cells, NF-kB luciferase, uHTS | hit rate 0.98% among 360,000 | inhibition, % at 10 µM | Q293 LMP1-TROYcd NF-kB luciferase reporter, 4 h;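 active = compounds whose plate-normalised and pattern-corrected inhibition of the luciferase reporter signal at the single screening dose is 50% or more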
SRC1 inh – SRC1 coactivator transcriptional activity inhibitors, primary screen, cell-based, luminescence; inhibition, % at 3.6 µM; hit rate 0.12% among 360,000; HEK293 GAL4-SRC1 luciferase reporter;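 active = inhibition above the campaign mean plus 3 SD, with each screening campaign given its own cutoff, cut at about 60% in these data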;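 also: 0% = DMSO treated cells and 100% = gossypol at 36 µM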
TLR9-MyD88 block – inhibitors of TLR9-MyD88 association in cells, primary screen, cell-based, CHO, BLA complementation, fluorescence; Toll-like receptor 9 (Homo sapiens) + Myeloid differentiation primary response protein …; CCF4 FRET ratio; hit rate 0.21% among 340,000; inhibition, % at 4.98 µM;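 active = inhibition above the mean over all tested compounds plus 3 SD, cut at about 21% in these data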;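 also: 0% = DMSO only wells and 100% = clavulanate BLA inhibitor control wells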
C8 TRAIL sens – viability loss with TRAIL in NB7+C8 cells, primary screen, TRAIL sensitizer project, cell-based, ATPlite luminescence | inhibition (viability loss, TRAIL sensitization), % at 10 µM | AID 624354, 2012 | hit rate 1% among 360,000;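 active = compounds causing at least 50% loss of cell viability in the single-dose screen, relative to plate controls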
NOD2 RIPK2 PPI – NOD2-RIPK2 binding disruptors in cells, primary screen, fluorescence, CHO cells, BLA complementation. Receptor-interacting serine/threonine-protein kinase 2 (Homo sapiens), O43353. CCF4 ratio. inhibition, % at 4.98 µM. hit rate 0.38% among 360,000; in the data active = inhibition above about 21%;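 also: 0% = vehicle only and 100% = reference blocker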
SRC3 inh – SRC3 coactivator transcriptional activity inhibitors, primary screen, cell-based, luminescence; hit rate 0.17% among 360,000; AID 588352, 2011; HEK293 GAL4-SRC3 luciferase reporter; inhibition, % at 3.6 µM; Nuclear receptor coactivator 3 (Homo sapiens), Q9Y6Q9;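 active = inhibition above a per-campaign cutoff, the mean of all compounds plus 3 SD, cut at about 60% in these data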;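 also: 0% = DMSO-treated cells and 100% = gossypol-treated cells at 36 µM; higher means less SRC3-driven luciferase light from the GAL4 reporter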
NR2F2 inh – NR2F2 transcriptional activity inhibitors, primary screen, cell-based, luciferase reporter, HEK293T, luminescence | COUP transcription factor 2 (Homo sapiens), P24468 | HEK293T NGFI-A luciferase reporter | inhibition, % at 8.6 µM | hit rate 0.7% among 370,000;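 active = inhibition above a per-plate cutoff, mean inhibition of test wells between control levels plus 3 SD, cut at about 38% in these data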;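 also: cells cotransfected with COUP-TFII expression vector driving the NGFI-A reporter; 0% = median of COUP-TF2 test wells and 100% = reporter-only cells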
LRH-1 inv ag – LRH-1 (NR5A2) inverse agonists, primary screen, cell-based, luminescence, HEK293T, StAR-luciferase reporter; LRH-1 transfected, 24 h; inhibition, % at 3.6 µM; hit rate 0.13% among 360,000; AID 602396, 2012;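 active = inhibition above the mean inhibition of all tested compounds plus 3 SD, cut at about 73% in these data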;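 also: 0% = DMSO wells and 100% = reporter-only cells lacking LRH-1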
Vif inh – HIV Vif self-association inhibitors, primary screen, imaging, HEK293T, single point; HEK293T cells, Vif self-association by quenched fluorescence, 24 h; inhibition, % at 7.49 µM; hit rate 0.35% among 340,000; in the data active = inhibition above about 50%, passing the limit was not always enough; also: some results filed as inactive read as strong as hits
EBV LMP1 NFkB – EBV LMP1-driven NF-kappaB luciferase reporter inhibitors, primary screen, cell-based, luminescence, single point. LMP1-induced NF-kappaB luciferase reporter cells. inhibition, % at 12.5 µM. hit rate 0.69% among 350,000. AID 504558, 2011; in the data active = inhibition above about 41%;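 also: 0% = neutral control wells and 100% = reference inhibitor control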
NCOA2 inhibitor – inhibition of GAL4-SRC2 driven luciferase reporter, primary screen, SRC2 inhibitor project, cell-based, luminescence | AID 651957, 2012 | hit rate 0.17% among 370,000 | Nuclear receptor coactivator 2 (Homo sapiens), Q15596 | inhibition, % at 9 µM | HEK293 GAL4-SRC2 luciferase reporter;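 active = inhibition above the mean inhibition of all tested compounds plus 3 SD, set per campaign, cut at about 52% in these data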;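 also: 0% = DMSO treated cells and 100% = cells given Gossypol at 36 µM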
* hit, by the source's call; nt = no result given. Some of the compounds tested (hit frequency here may not be typical).

SMILES	TROY NFkB inh	SRC1 inh	TLR9-MyD88 block	C8 TRAIL sens	NOD2 RIPK2 PPI	SRC3 inh	NR2F2 inh	LRH-1 inv ag	Vif inh	EBV LMP1 NFkB	NCOA2 inhibitor
COc1ccccc1CNC(=O)COc1ccc(S(=O)(=O)N2CCCC2)cc1	-17	4	-8	4	-7	8	6	15	4	1	-14
CC1CCC(NC(=O)c2cc3c(s2)CS(=O)(=O)C3)CC1 (stereo unspecified)	-1	-15	6	2	-6	5	-3	2	34	-5	-26
COCCn1c(C)cc(C(=O)CSc2nc3ccccc3c(=O)n2Cc2ccco2)c1C	40	-76	11	-16	-8	-35	-41	-74	-18	-56	-42
O=C(Nc1ccc(N2CCOCC2)cc1)c1ccc2ncsc2c1	-42	-103	-6	6	3	-110	-25	-124	13	-23	-29
Cc1cc(C(=O)NN=C2CCCCCCC2)c2ccccc2n1	-19	2	0	4	9	-19	-5	24	-1	-4	-6
COc1ccccc1-c1ncn(Cc2cccc(-c3ccccc3)c2)c1-c1cc(C)cc(C)c1	nt	nt	nt	12	-15	nt	19	-28	nt	nt	18
COC(=O)Cc1cc(=O)n2c(nc3ccccc32)[nH]1	1	-7	0	-7	-4	-6	13	16	1	-3	-7
Cc1cccc(N(CC(N)=O)S(C)(=O)=O)c1C	-3	-32	-3	-3	0	15	11	-4	-5	3	5
C/C(=N\NC(=O)c1cccc(S(=O)(=O)N2CCCC2)c1)c1ccco1	10	-20	10	2	-9	17	7	4	3	4	9
COc1nc(C#N)c(N2CCOCC2)o1	17	6	3	10	-1	6	4	6	13	0	-15
CC(=O)NCCc1ccc(C(=O)CSc2nnc(C3CC3)n2C2CC2)cc1	0	-10	-9	1	-8	-2	-22	-23	-4	4	-4
CCN(CC)c1nc(OC)nc(-n2nnc(C(C)=O)c2C)n1	-1	-8	-1	-9	-9	20	-1	-1	10	8	0
C=CCNC(=S)N1CCN(c2cccc(C(F)(F)F)c2)CC1	17	13	1	-1	-4	8	4	-9	0	-9	4
CCOc1ccc(N=Nc2cc(C(C)C)ccc2O)cc1	-40	-1	8	-1	-8	4	-1	-15	-4	-5	8
CCn1nc(NC(C)=O)c2cc3cccc(C)c3nc21	8	-8	6	0	1	13	8	-2	-3	-5	5
COc1cc(NC(=O)CN2CCN(c3ccccc3O)CC2)c(C)cc1[N+](=O)[O-]	-8	-1	2	-8	-29	-9	5	20	3	-2	0
Cc1ccc(NC(=S)NC(=O)c2ccc(-c3ccccc3)cc2)cc1	-16	-20	-3	1	-5	-5	13	-13	-1	6	-24
Cc1ccc(O)c(N=Nc2ccccc2)n1	26	-100	0	42	-6	-87	-42	-120	-2	10	-38
COc1ccc(CN2CC(C(=O)NC3CCCCC3)CC2=O)cc1 (stereo unspecified)	-40	-4	0	-6	-12	5	-19	12	-4	0	8
CN(C)/C=C(\C#N)C(=O)N/N=C/c1ccc(F)cc1	4	7	1	2	-7	5	0	1	-9	-3	3
O=C(NCc1ccccc1)c1cc(C2CCCCN2C(=O)OCCF)on1 (stereo unspecified)	-17	0	nt	-10	-2	-4	11	3	7	nt	-8
COc1cccc(NC(=O)N2CCCC2C(=O)Nc2cc(C)ccc2OC)c1 (stereo unspecified)	-12	8	3	6	0	0	4	10	7	-6	-9
Cc1ccccc1-c1cc2nc(NCc3ccncc3)n(C)c(=O)c2s1	-59	-41	nt	-7	-1	-38	-25	-73	5	nt	-20
C/C=C/c1ccc(OCC(=O)Nc2ccc(C(N)=O)cc2)c(OC)c1	-6	12	4	4	-12	14	-18	13	-4	0	-18
CCc1cccc(CC)c1NC(=O)/C(C#N)=C/c1ccccc1C(F)(F)F	42	2	-5	29	-61	27	2	-3	1	3	-14

Compounds listed so far that have a CF3 group (two):
SMILES	TROY NFkB inh	SRC1 inh	TLR9-MyD88 block	C8 TRAIL sens	NOD2 RIPK2 PPI	SRC3 inh	NR2F2 inh	LRH-1 inv ag	Vif inh	EBV LMP1 NFkB	NCOA2 inhibitor
C=CCNC(=S)N1CCN(c2cccc(C(F)(F)F)c2)CC1	17	13	1	-1	-4	8	4	-9	0	-9	4
CCc1cccc(CC)c1NC(=O)/C(C#N)=C/c1ccccc1C(F)(F)F	42	2	-5	29	-61	27	2	-3	1	3	-14

(cont.)
SMILES	TROY NFkB inh	SRC1 inh	TLR9-MyD88 block	C8 TRAIL sens	NOD2 RIPK2 PPI	SRC3 inh	NR2F2 inh	LRH-1 inv ag	Vif inh	EBV LMP1 NFkB	NCOA2 inhibitor
COc1ccc(/C=N/Nc2nc(-c3ccc(C)cc3)c(NC(C)=O)s2)cc1OC	-3	-10	-5	-17	-9	3	1	2	-5	5	-13
O=C(CCC(=O)N(CC(=O)NC1CCCCC1)CC1CCCO1)Nc1nccs1 (stereo unspecified)	9	-8	1	-14	3	18	-33	7	3	9	-6
CCc1noc(C)c1C(=O)Oc1ccc(N(C)S(=O)(=O)c2ccc(C)cc2)cc1	14	0	-6	20	-1	8	nt	4	-4	10	nt
COC(=O)c1[nH]c2c(c1C)C(=O)CC(c1cc(OC)c(OC)c(OC)c1)C2 (stereo unspecified)	31	17	-5	9	-10	13	0	8	-11	15	6
Cc1ccc(S(=O)(=O)NNC(=O)c2sc3nc(C)cc(C)c3c2-n2cccc2)cc1	18	-14	-3	5	3	4	3	1	-2	0	4
Cc1oc2c(cc(NS(=O)(=O)c3ccc4c5c(cccc35)C(=O)N4)c3ccccc32)c1C(=O)OC(C)C	35	-32	10	7	2	-30	9	11	-4	8	3
Cc1cc(Br)c(OCc2ccc(C(=O)N/N=C/c3ccc[nH]3)cc2)c(Br)c1	21	-10	-4	68*	2	76*	68*	91*	-11	-16	-41
CCCn1c(NCc2ccco2)nc2c1c(=O)n(C)c(=O)n2C	9	-13	-9	11	3	-3	9	1	3	9	9
Cc1nc(NCc2ccccc2)c2cc[nH]c2n1	6	-190	0	-3	-10	-12	12	-1	-1	10	-24
CC(C)Cc1nnc(NC(=O)Nc2ccccc2)s1	-72	-86	7	-6	-1	-83	-32	-131	-1	-18	-33
O=C(COc1ccc([N+](=O)[O-])cc1)NCCC1=CCCCC1	-12	9	-32	-1	8	12	8	8	2	-11	6
c1ccc2scnc2c1	5	-5	-5	-9	-1	18	-11	15	-5	-7	-15
COc1cc(OC)cc(-c2nc3ccccc3c(=O)n2OC(=O)c2ccccc2C)c1	21	16	6	22	7	9	1	0	6	23	-12
COc1ccc(C(=O)/C=C/Nc2ccc(S(=O)(=O)Nc3nc(C)cc(C)n3)cc2)cc1OC	1	5	-5	-1	1	-5	-24	-54	-1	7	0
COc1ccc(-c2cc(C(=O)NN3CCOCC3)c3ccccc3n2)cc1OC	-9	8	12	-16	-14	-4	-17	22	-10	5	1
CCCn1c(=O)c(C(=O)NCc2cccnc2)c(O)c2ccccc21	16	7	-8	16	-6	-4	1	11	-2	6	-7
COCc1cc(=O)[nH]c(N2CCN(C(=O)c3ccco3)CC2)n1	-23	1	4	4	-1	11	1	-8	-17	3	-9
COc1ccc(NC(=O)COC(=O)CNS(=O)(=O)/C=C/c2ccccc2)cc1OC	-5	4	-4	0	-8	2	-3	1	17	-12	6
COc1cc(OC)c2c(-c3ccccc3)cc(=O)oc2c1C(CCN1CCCC(C)C1)c1ccc(N(C)C)cc1 (stereo unspecified)	8	-8	-18	19	5	26	14	-2	1	-1	-6
Cc1ccccc1-n1nnnc1SCC(=O)Nc1ccc(S(=O)(=O)N2CCCC2)cc1	23	-58	-1	-2	1	22	8	26	-9	-14	-15
CCOc1cc(C(C(=O)NCC2CCCO2)N(C(=O)Cn2nnc3ccccc32)c2cccc(OC)c2)ccc1O (stereo unspecified)	-2	5	4	-9	-10	-9	-13	9	2	3	-4
CCOc1ccc(C(=O)N2CCC(C(=O)c3ccc4c(c3)OCCO4)CC2)cc1	-8	20	-12	-7	-3	17	13	7	-9	4	10
COc1ccc(NS(=O)(=O)c2cccc(C(=O)N3CCN(C/C=C/c4ccccc4)CC3)c2)cc1	10	2	3	5	14	-5	26	18	-9	-19	14
COc1cc(OC)c(OC)cc1CCC(C)NCCC(c1ccccc1)c1ccccc1 (stereo unspecified)	-20	12	-13	18	7	0	1	17	-7	-2	7
CC(C)Oc1ccc(Br)cc1C(=O)N/N=C/c1c[nH]c2ccccc12	7	-3	4	41	12	3	13	11	-2	-5	16
O=c1c2[nH]c3ccc(Cl)cc3c2ncn1CCN1CCCCC1	-1	3	2	7	-18	-7	1	-7	1	-5	-22
CCOc1ccc2nc(/N=C/c3c(C)[nH]n(-c4ccccc4)c3=O)sc2c1	-45	-83	-19	39	-8	-37	-27	-53	-2	-7	-45

Exported with two lines to a compound: part of the list above
Values run as follows: TROY NFkB inh | SRC1 inh | TLR9-MyD88 block | C8 TRAIL sens | NOD2 RIPK2 PPI | SRC3 inh | NR2F2 inh | LRH-1 inv ag | Vif inh | EBV LMP1 NFkB | NCOA2 inhibitor
> COc1ccc(NS(=O)(=O)c2cccc(C(=O)N3CCN(C/C=C/c4ccccc4)CC3)c2)cc1
    10 | 2 | 3 | 5 | 14 | -5 | 26 | 18 | -9 | -19 | 14
> COc1cc(OC)c(OC)cc1CCC(C)NCCC(c1ccccc1)c1ccccc1 (stereo unspecified)
    -20 | 12 | -13 | 18 | 7 | 0 | 1 | 17 | -7 | -2 | 7
> CC(C)Oc1ccc(Br)cc1C(=O)N/N=C/c1c[nH]c2ccccc12
    7 | -3 | 4 | 41 | 12 | 3 | 13 | 11 | -2 | -5 | 16
> O=c1c2[nH]c3ccc(Cl)cc3c2ncn1CCN1CCCCC1
    -1 | 3 | 2 | 7 | -18 | -7 | 1 | -7 | 1 | -5 | -22
> CCOc1ccc2nc(/N=C/c3c(C)[nH]n(-c4ccccc4)c3=O)sc2c1
    -45 | -83 | -19 | 39 | -8 | -37 | -27 | -53 | -2 | -7 | -45
